DRD3 agonist = activates the human D3 dopamine receptor; P35462; D3R DiscoveRx beta-arrestin cells, luminescence, 90 min; max activation, %; 0.58% of 410,000 active; in the data active = max activation above about 30%; also: 0% is about no effect; mostly tested at two doses, the higher about 12 µM
Target sequence (P35462 whole entry, looked up): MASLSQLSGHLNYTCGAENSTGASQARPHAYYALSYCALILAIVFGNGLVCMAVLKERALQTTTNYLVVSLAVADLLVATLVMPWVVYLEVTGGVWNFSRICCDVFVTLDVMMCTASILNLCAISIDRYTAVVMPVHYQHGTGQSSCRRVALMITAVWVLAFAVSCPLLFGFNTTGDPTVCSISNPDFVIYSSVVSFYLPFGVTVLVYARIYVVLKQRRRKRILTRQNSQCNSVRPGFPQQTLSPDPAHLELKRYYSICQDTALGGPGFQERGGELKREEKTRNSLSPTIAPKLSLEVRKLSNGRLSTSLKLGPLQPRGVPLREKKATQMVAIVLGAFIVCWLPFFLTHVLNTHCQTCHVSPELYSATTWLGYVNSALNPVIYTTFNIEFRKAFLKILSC
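Cells at 1500/well, incubated overnight, then treated with pinned compounds (dopamine as control) for 90 min at 37 degrees C. DiscoveRx reagent added for 30 - 60 minutes at room temperature; luminescence read.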
PTHR1 ag = activates the human parathyroid hormone receptor PTHR1. Potency, µM (top dose mostly 115 µM), for inactives: at the highest dose activation, hits mostly activators. HEK293 GP2 PTHR1 cells, GloSensor cAMP luminescence, 1 h. Q03431. 0.075% of 410,000 active. AID 743266; also: potency is read from the fitted curve at half-maximal effect; nearly all actives have a fitted effect of over 55% in size; some results filed as inactive show a strong effect at the top dose; inactives centre near -15; many of its hits are not listed in these tables
Target sequence (Q03431 whole entry, looked up): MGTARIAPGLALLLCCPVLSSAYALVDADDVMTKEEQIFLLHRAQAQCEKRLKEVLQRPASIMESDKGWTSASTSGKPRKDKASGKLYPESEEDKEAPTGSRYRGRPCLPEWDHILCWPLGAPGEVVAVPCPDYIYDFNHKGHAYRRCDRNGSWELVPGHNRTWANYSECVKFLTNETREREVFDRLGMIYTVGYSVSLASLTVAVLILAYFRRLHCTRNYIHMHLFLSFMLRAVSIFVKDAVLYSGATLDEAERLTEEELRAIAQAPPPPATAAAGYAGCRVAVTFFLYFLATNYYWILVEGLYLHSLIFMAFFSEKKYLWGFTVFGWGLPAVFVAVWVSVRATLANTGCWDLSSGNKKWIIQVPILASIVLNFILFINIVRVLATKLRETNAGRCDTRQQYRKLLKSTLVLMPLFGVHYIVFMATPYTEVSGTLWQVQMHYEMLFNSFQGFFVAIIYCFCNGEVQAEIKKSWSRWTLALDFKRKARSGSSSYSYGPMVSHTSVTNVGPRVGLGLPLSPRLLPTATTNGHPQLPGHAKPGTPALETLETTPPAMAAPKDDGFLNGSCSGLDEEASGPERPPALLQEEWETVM
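HEK-293-derived GP2 cells expressing PTHR1 and a GloSensor cAMP reporter, 3,000/well, plated overnight, given luciferin plus IBMX (each 0.5 mM as added) for 1 h at 37 °C, then compound for 1 h at 37 °C. Luminescence was read after 15 min at room temperature.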
GLP1R ag = activates the human GLP-1 receptor; Potency, µM (top dose mostly 45.6 µM), for inactives: at the highest dose activation, most hits filed as activators; P43220; 0.007% of 380,000 active; HEK293 GLP-1R CRE-luciferase, luminescence, 4-6 h; cells express a hypersensitive GLP-1R form; also: potency is read from the fitted curve at half-maximal effect; % of control where 0% means no effect
TDP-43 yeast inh = rescues yeast growth from TDP-43 toxicity | TDP-43 expressing yeast growth rescue, BacTiter-Glo, 24 h | Potency, µM (top dose mostly 46.1 µM), without a hit: top-dose growth rescue (activation), actives largely listed as activators | 1.8% of 410,000 active; also: potency is read from the fitted curve at half-maximal effect; % of control where 0% means no effect; nearly all actives have a fitted effect of over 50% in size
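Growth rescue of TDP-43-toxic yeast measured as ATP luminescence (BacTiter-Glo). Cells grown to mid-log in raffinose, induced in galactose at OD600=0.02, exposed to compound 24 hr at 30 deg C.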
HEK293 tox = cytotoxic in the GLP-1 receptor inverse agonist counter-screen; HEK293 cAMP-luciferase reporter cells, luminescence, 24 h; Potency, µM (titrated, usually from 38.3 µM), for the others: at the highest dose activity change, negative = inhibition, usual class: inhibitors; 0.13% of 410,000 active;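 also: loss of luciferase light is scored as toxicity; potency is read from the fitted curve at half-maximal effect; % is scaled to controls: 0 for no effect and ±100 for the full control effect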
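Seeding density was 200 cells/uL; after overnight-length (12 h) culture, 23 nL compounds went on for 24 h at 37 °C. Readout used a luciferase detection reagent, luminescence taken after 12 min at room temperature.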
DRD3 antagonist = antagonists of human D3 dopamine receptor; P35462; D3R cells, DiscoveRx beta-arrestin luminescence, antagonist mode; hits give low values; max response, negative = inhibition, %; 2.5% of 360,000 active; AID 652054; in the data active = max response below about -50%; inconclusive = no clear call, values can overlap the other calls; also: % is scaled to controls: 0 for no effect and ±100 for the full control effect; mostly tested at two doses, the higher about 12 µM
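Cells plated overnight at 1500 cells/well, then exposed to library compounds with dopamine controls for 90 minutes at 37 degrees C. DiscoveRx reagent added for 30–60 minutes at room temperature; luminescence read, quantitative HTS format.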
GLP1R inv ag = acts as inverse agonist at human GLP-1 receptor | P43220 | HEK293 GLP-1R CRE-luciferase, luminescence, 24 h; GLP-1R form is constitutively active | Potency, µM (titrated, usually from 38.3 µM), for inactives: at the top dose activity change, negative = inhibition, actives largely listed as inhibitors | 1.6% of 410,000 active | AID 624417; also: potency is read from the fitted curve at half-maximal effect; % is scaled to controls: 0 for no effect and ±100 for the full control effect; nearly all actives have a fitted effect of over 55% in size
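Constitutively active GLP-1R drives a cAMP-responsive luciferase in stably transfected HEK293 cells; test compounds are added after overnight (12 h) attachment and left 24 hr, and signal loss in luminescence marks inhibition.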
aSyn yeast inh = inhibitors of alpha-synuclein toxicity in yeast. Yeast expressing alpha-synuclein, growth rescue, BacTiter-Glo, 24 h. Potency, µM (highest dose often 46.1 µM), for the others: top-dose growth rescue (activation), usual class: activators. 0.14% of 370,000 active; also: potency is read from the fitted curve at half-maximal effect; % of control where 0% means no effect; nearly all actives have a fitted effect of over 65% in size
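Screening used galactose-induced yeast with toxic alpha-synuclein levels, exposed to compound for 24 hr at 30 deg C. Cell growth, read with BacTiter-Glo luminescence, gave the measured signal.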
KB-V1 cytotox = kills drug-selected multidrug resistant KB-V1 cells; KB-V1 MDR cells viability, CellTiter-Glo, 72 h; Potency, µM (series often up to 46.1 µM), for the others: at the highest dose activity change, negative = cytotoxicity, usual class: cytotoxic; 3.4% of 400,000 active; AID 1347076; also: potency is read from the fitted curve at half-maximal effect; % is scaled to controls: 0 for no effect and ±100 for the full control effect; nearly all actives have a fitted effect of over 60% in size
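KB-V1, DMEM (no phenol red) + 10% FBS; cpd pin-transferred, titration series; 72 h, 37 degrees C; CellTiter-Glo, luminescence. Data normalized, curve-fit.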
An asterisk follows results filed as active; i = inactive; ? = inconclusive; nt = no result given; [ ] = dose if it differs, or a comment. Unless noted, calls follow the shape of the dose curve; as a rule, active = well fitted curve in the direction sought with a large enough effect; inconclusive = small, poorly fitted or top-dose-only effect, or another doubt; inactive = no such curve, though single readings can be large; an effect the other way counts as inactive or inconclusive.

| mol | DRD3 agonist | PTHR1 ag | GLP1R ag | TDP-43 yeast inh | HEK293 tox | DRD3 antagonist | GLP1R inv ag | aSyn yeast inh | KB-V1 cytotox |
| --- | --- | --- | --- | --- | --- | --- | --- | --- | --- |
| COc1cccc(Cn2c(=O)n(-c3ccc(C)c(F)c3)c(=O)c3sc4ccccc4c32)c1 | 1 | i | 0% | 25% | 3% | nt | -8% | nt | 18% |
| Cc1ccc(Cn2c(C(=O)O)c(CNCc3cccs3)c3ccc(C)cc32)cc1 | 3 | i | -4% | 19% | -14% | nt | -7% | nt | 0% |
| CCCCn1c(SCC(=O)c2cc(OC)ccc2OC)nc2cc(S(N)(=O)=O)ccc21 | 0 | i | 22% | 13% | -8% | 0 | 80%[activator] | 2% | 12% |
| Cc1cccc(C)c1NC(=O)C(c1ccccc1)N1CCN(C/C=C/c2ccccc2)CC1 (stereo not given) | -10 | -13% | -3% | 18% | -10% | -13 | -19% | 9% | ? |
| N#C/C(=C(/O)COc1ccccc1)c1nnc2n1CCCCC2 | 11 | i | -2% | -11%[0.397 µM] | -3% | 7 | 25% | -2% | 27% |
| CC1(C)CC(Cc2ccc(C(=O)c3ccccc3)cc2)N(C(=O)OC(C)(C)C)N1 (stereo not given) | -4 | i | -4% | ? | 2% | 0 | ? | 0% | 7% |
| Cn1cnnc1SCC(=O)Nc1c(F)cc(F)cc1Br | 0 | i | -3% | -7% | -4% | 11 | 30%[activator] | 0% | 4% |
| CC(C)(C)c1ccccc1OCCOCCNCc1ccccc1 | 21 | i | 9% | 0% | ? | -78* | ? | -3% | ? |
| COc1ccc(C2C3=C(CCCC3=O)Nc3nc(SCc4ccc(C(=O)O)cc4)nn32)cc1OC (stereo not given) | 3 | i | -4% | 0% | -11% | 5 | -5% | 1% | 2% |
| CCOc1ccc(N(CC(=O)Nc2c(C)n(C)n(-c3ccccc3)c2=O)S(=O)(=O)c2ccc(F)cc2)cc1 | -9 | -17% | 0% | 11% | -1% | -22 | -21% | -1% | 26% |
| Cc1ccccc1-n1nnnc1SC(C)C(=O)Nc1ccc(N2CCN(C)CC2)cc1 (stereo not given) | -8 | i | -1% | 1% | -26% | -3 | ? | 3% | -17% |
| CCCOc1ccc(/C=N/NC(=O)c2ccc(Cn3cc([N+](=O)[O-])cn3)o2)cc1 | 4 | -32% | 21% | 21% | 5% | 0 | 0% | -7% | -3% |
| O=C1c2ccccc2NC(c2ccccc2O)N1O (stereo not given) | 0 | -1% | -5% | -6% | 7% | -10 | -7% | -8% | -6% |
| Cc1cccc(-c2nc3nc(C)cc(N4CCN(c5ccccc5)CC4)n3n2)c1 | 3 | i | nt | ? | 0% | nt | 2% | nt | 21% |
| COc1ccc(-c2cc(C(F)(F)F)n3nc(C(=O)N4CCOCC4)c(Cl)c3n2)cc1 | -4 | i | 3% | 2% | 19% | 2 | ? | 5% | 0% |
| CC(C)(C)NCCOCCOc1ccccc1-c1ccccc1 | -37 | -2% | 8% | 0% | ? | 9 | ? | -2% | 23µM* |
| CC(NCCC(Cc1ccccc1)c1ccco1)c1ccccc1 (stereo not given) | -13 | i | 0% | -9% | -8% | -5 | ? | 0% | -18% |
| Cc1nn(C(C)C(=O)NCCCN2CCCCCC2)c(=O)c2cc3sccc3n12 (stereo not given) | -13 | i | 9% | -1% | 0% | -29 | 12% | 7% | 4% |
| C=CCN1C(=O)/C(=C\c2ccc(C)cc2)N=C1SCC(=O)NCCC | 1 | i | -5% | 8% | -13% | ? | 3% | 5% | ? |
| COc1ccc(CCN(C)C(=O)CSc2nc3ccccc3c(=O)n2CC2CCCO2)cc1OC (stereo not given) | 7 | i | 15% | 6% | -8% | 14 | 6% | 1% | 0% |
| Cc1[nH]c(=O)[nH]c(=O)c1S(=O)(=O)N1CCCC(C(=O)NCCC2=CCCCC2)C1 (stereo not given) | 0 | i | 5% | -7% | 3% | 8 | -4% | 2% | 8% |
| O=C(CN(Cc1cccs1)C(=O)CN1C(=O)COc2ccccc21)NCc1ccco1 | -16 | i | -8% | -2% | -15% | -16 | 1% | -4% | 13µM* |
| COc1ccc(C)cc1NC(=O)C1CCN(C(=O)Cc2ccccc2)CC1 | -4 | i | 10% | -14% | 11% | -5 | -5% | 2% | -20% |
| CN(CC(=O)Nc1ccc(F)c(F)c1F)C(=O)c1ccc(N2CCCC2=O)cc1 | -2 | -13% | 4% | -8% | -5% | 12 | -3% | 5% | 4% |
| Cc1csc(NC(=O)Cn2nc(C)c([N+](=O)[O-])c2C)n1 | -10 | -9% | 10% | 0%[0.397 µM] | 2% | -21 | 5% | -18% | 56% |
| CCCc1nc2c(s1)CCc1onc(-c3ccc(OC)cc3)c1-2 | 20 | -29% | 3% | -4% | -30% | 14 | -2% | -2% | -13% |
| CC(=O)N1CCOc2ccc(S(=O)(=O)NCc3ccc(C)cc3)cc21 | -12 | -66%[inhibitor] | 8% | 8% | -13% | -1 | -23% | 2% | -14% |
| S=C(NCCc1ccccc1)N1CCN(C(=S)NCCc2ccccc2)CC1 | -4 | i | 2% | 15% | 0% | 23 | -10% | -4% | 5% |
| O=C1NC(Cc2ccccc2)c2nc3ccccc3c(=O)n2-c2cc3ccccc3cc21 (stereo not given) | 3 | -7% | -2% | 6% | -22% | 2 | ? | 0% | ? |
| CN(Cc1ccccc1)C(=O)c1[nH]cnc1C(=O)Nc1ccccc1F | -1 | -17% | 0% | 25% | -4% | 3 | -4% | -5% | 4% |

Some entries already given with just PTHR1 ag and HEK293 tox.
molecule	PTHR1 ag	HEK293 tox
S=C(NCCc1ccccc1)N1CCN(C(=S)NCCc2ccccc2)CC1	i	0%
O=C1NC(Cc2ccccc2)c2nc3ccccc3c(=O)n2-c2cc3ccccc3cc21 (stereo not given)	-7%	-22%

Next part:
| mol | DRD3 agonist | PTHR1 ag | GLP1R ag | TDP-43 yeast inh | HEK293 tox | DRD3 antagonist | GLP1R inv ag | aSyn yeast inh | KB-V1 cytotox |
| --- | --- | --- | --- | --- | --- | --- | --- | --- | --- |
| Cc1nc2ccc(NC(=O)C3CCCCC3)cc2s1 | 1 | -17% | 7% | 18% | 6% | -5 | 7% | -3% | -2% |
| C=CCN(c1ccccc1)S(=O)(=O)c1ccc(Cl)c(C(=O)OCC(=O)NCCCN2CCCC2=O)c1 | -4 | i | -1% | 1% | 8%[7.66 µM] | 14 | -15%[7.66 µM] | 3% | -11% |
| COCCNC(=S)NN=C1CCCCC1 | -2 | 9% | -1% | -18% | -1%[7.66 µM] | -7 | -9%[7.66 µM] | 0% | -2% |
| CCOc1ccc(CNc2nc3ccccc3n2C)cc1 | -10 | -22% | 7% | 6% | 19% | 13 | ? | 0% | -23% |
| Cc1cccc(N2CCN(C(=O)COc3ccc4c(C)cc(=O)oc4c3C)CC2)c1C | 5 | -25% | 0% | ? | -2% | 14 | ? | ? | -13% |
| COc1ccc(NC(=O)CSc2nc3nc(-c4cccs4)cc(C(F)(F)F)c3c(=O)[nH]2)c(OC)c1 | -5 | i | -11% | -4% | 13% | -7 | 31%[activator] | 1% | 3% |
| CCSc1nnc(NC(=O)Nc2cccc(C)c2)s1 | 1 | -16% | -2% | -18% | -24% | 13 | ? | -5% | -21% |
| CCc1ccccc1NC(=O)CCCn1c(=O)c2cccn2c2ccccc21 | 6 | i | nt | 9% | -5% | nt | 11% | nt | nt |
| COc1ccc(NC(=O)c2ccccc2Oc2ccccc2)cc1 | -6 | i | 15% | 0% | -4% | 22 | ? | -6% | -2% |
| COc1ccc(CN2C(=O)c3cccnc3C2=O)cc1S(=O)(=O)N1CCOc2ccc(C)cc21 | 2 | i | -2% | 19% | -18% | 10 | 18% | 2% | ? |
| Cc1ccc(NC(=O)Nn2cnnc2)cc1 | -6 | ? | -3% | -15% | 1% | -6 | -6% | -3% | 10% |
| CS(=O)(=O)N(CC(=O)NCc1cccnc1)C1CCCCC1 | 4 | i | 1% | -15% | -5% | 4 | 17% | 1% | 4% |
| CC(=O)Nc1nnc(CCS(=O)(=O)c2ccc(C)c(C)c2)s1 | -4 | i | -1% | -3% | 3% | -1 | 6% | 1% | -7% |
| CC(=O)N1CCc2c(sc3c2c(=O)n(Cc2ccccc2)c(=O)n3Cc2ccc(Cl)cc2)C1 | 1 | i | -1% | 3% | -9% | nt | -3% | nt | 11% |
| CCC(c1nnc(SCC(=O)Nc2ccc(C(C)=O)cc2)n1C1CCCCC1)N(C)C (stereo not given) | 3 | i | 15% | -22% | 0% | -3 | 13% | -2% | 0% |
| NC(=O)c1oc2ccccc2c1NC(=O)CCc1ccccc1 | -1 | i | 6% | 11µM* | -24% | -15 | 0% | 1% | 0% |
| CC(C)(C)OC(=O)NC(Cc1ccccc1)C(=O)NC(CSC1CCCCO1)C(=O)NN (stereo not given) | 10 | -3% | 12% | 18% | -10% | -11 | 15% | 3% | -1% |
| COc1c(NC=O)c2c(c([N+](=O)[O-])c1OC)C(=O)OC2 | -15 | i | 1% | -15% | ? | -21 | 4% | -9% | 9% |
| COC(=O)c1ccccc1Oc1c(F)c(F)nc(N2CCOCC2)c1F | 0 | i | 13% | 10% | 7% | 5 | 8% | -24% | ? |
| Nc1c(N(Cc2ccco2)C(=O)COc2ccccc2)c(=O)[nH]c(=O)n1Cc1ccccc1 | 11 | -21% | 0% | 19% | -1% | 1 | -9% | 1% | 6% |
| Brc1ccc(OCCCCN2CCCCC2)cc1 | -7 | i | 18% | -27% | -6% | -55* | -10% | 2% | -4% |
| CCN(CC(=O)Nc1ccccc1C(F)(F)F)C(=O)CCc1nc2sc3c(c2c(=O)[nH]1)CCCC3 | -11 | -1% | -4% | 19% | 18% | -6 | 15% | -2% | -8% |

Compound activity deposited in PubChem BioAssay by National Center for Advancing Translational Sciences (NCATS).

Only part of the results is shown; the hit share may differ from the screen's.
